RXFP1 ag = RXFP1 (human) receptor agonism | 370,000 tested, 0.3% active | HEK293T-RXFP1 cAMP TR-FRET, 30 min; response scale: percent of porcine relaxin response, buffer zero | Potency, µM (top dose mostly 57.5 µM), inactives show top-dose activation, hits mostly activators | Q9HBX9; note: potency is the fitted concentration of half-maximal effect; % is set by controls: 0 for no effect and ±100 for the full control effect; nearly all actives have a fitted effect of over 60% in size; many of its hits are not listed in these tables
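HEK293 cells stably expressing RXFP1, treated 30 min at 37C with compounds plus PDE4 inhibitor Ro 20174; cAMP measured by HTRF TR-FRET. Normalized to buffer and 29 nM porcine relaxin; EC50 by Hill fit.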
Anesthetic bind = binds horse apoferritin like a general anesthetic. P02791. apoferritin/1-aminoanthracene competitive binding, fluorescence. Potency, µM (doses to about 77.5 µM), inactives show at the highest dose activity change, negative = displacement, most hits filed as inhibitors. 350,000 tested, 0.074% active; note: potency is the fitted concentration of half-maximal effect; % is set by controls: 0 for no effect and ±100 for the full control effect; nearly all actives have a fitted effect of over 20% in size
Target sequence (P02791 2-175 limits assumed): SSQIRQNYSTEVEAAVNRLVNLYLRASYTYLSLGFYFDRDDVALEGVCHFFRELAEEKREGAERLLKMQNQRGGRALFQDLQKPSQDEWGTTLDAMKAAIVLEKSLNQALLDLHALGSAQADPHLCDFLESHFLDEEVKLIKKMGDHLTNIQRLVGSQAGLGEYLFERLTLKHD
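Steps: apoferritin (10 uM) was premixed with half-saturated 1-AMA in PBS, compounds were pin-transferred, plates stood 10 min at room temperature, fluorescence was read at 380/535 nm, and curves were fitted with a Hill equation.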
D2 potentiator = D2 dopamine receptor (human) potentiation | HEK293 T-REx D2, calcium flux, EC20 dopamine potentiation | 340,000 tested, 0.34% active | P14416 | AID 485347 | potentiation, % at 10 µM;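 active = potentiation over 3 SD above the plate norm, cut at about 30% in these data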; note: 0% is about no effect
Target sequence (P14416 whole entry, looked up): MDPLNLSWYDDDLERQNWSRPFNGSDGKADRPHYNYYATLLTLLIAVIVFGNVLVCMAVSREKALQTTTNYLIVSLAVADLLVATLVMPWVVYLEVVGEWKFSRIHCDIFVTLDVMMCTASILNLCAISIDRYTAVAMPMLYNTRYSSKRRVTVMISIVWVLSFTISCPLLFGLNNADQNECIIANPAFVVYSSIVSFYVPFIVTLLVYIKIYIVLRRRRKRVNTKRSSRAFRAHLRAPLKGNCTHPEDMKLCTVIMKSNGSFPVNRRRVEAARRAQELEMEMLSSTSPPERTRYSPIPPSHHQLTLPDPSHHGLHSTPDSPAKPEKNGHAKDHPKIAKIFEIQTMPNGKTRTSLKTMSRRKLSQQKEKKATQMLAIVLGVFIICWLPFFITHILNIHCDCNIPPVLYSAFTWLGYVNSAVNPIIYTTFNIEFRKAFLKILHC
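Primary screen. Calcium kinetics in induced HEK293 T-REx D2 cells: compound pre-addition 180 s, EC20 dopamine, 180 s more.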
RXFP1 antag = blocks the human relaxin receptor RXFP1 | Q9HBX9 | HEK293-RXFP1, relaxin-stimulated cAMP HTRF, 30 min; stronger effect = lower value | activity change, negative = inhibition, % at 57.5 µM | 350,000 tested, 0.59% active | AID 1259400;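 active = activity change of -60% or lower, but not beyond a set lower limit; inconclusive = change between -60% and -40%, or beyond the set limit; inactive = change above -40%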; note: % is set by controls: 0 for no effect and ±100 for the full control effect
D1 antagonist = blocks dopamine activation of the human D1 receptor | HEK293 TREx D1 cells, calcium flux, dopamine EC80; stronger effect = lower value | AID 504652 | activity change, negative = inhibition, % at 10 µM | 360,000 tested, 3.2% active | P21728; in the data active = activity change below about -30%; note: % is set by controls: 0 for no effect and ±100 for the full control effect
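Kinetic fluorescence of a calcium dye serves as the read-out. D1-expressing Hek293 Trex cells, induced overnight at 30 C, are exposed to compound for 180 s before an EC80 dopamine addition, then read 180 s further.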
TRHR agonist = activates the human TRH receptor; TRHR cells, calcium flux fluo-8, FDSS agonist mode; activation, % at 2 µM; 360,000 tested, 0.18% active; in the data active = activation above about 30%; note: 0% is about no effect
Target sequence (P34981 whole entry, looked up): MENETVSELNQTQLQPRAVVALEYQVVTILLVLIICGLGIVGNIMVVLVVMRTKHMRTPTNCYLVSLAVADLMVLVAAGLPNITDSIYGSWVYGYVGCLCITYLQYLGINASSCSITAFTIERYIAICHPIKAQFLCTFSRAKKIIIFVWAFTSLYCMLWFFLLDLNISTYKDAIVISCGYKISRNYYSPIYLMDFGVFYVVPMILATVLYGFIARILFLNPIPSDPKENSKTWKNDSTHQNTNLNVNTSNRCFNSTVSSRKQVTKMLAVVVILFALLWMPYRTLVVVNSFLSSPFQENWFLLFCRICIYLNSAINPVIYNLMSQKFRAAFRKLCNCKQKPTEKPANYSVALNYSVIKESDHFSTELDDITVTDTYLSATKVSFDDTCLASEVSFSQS
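Agonist-mode FDSS calcium read (Ex 480/Em 530, 1 s cycles) in 1536-well TRHR cells with fluo-8 dye, after 10-cycle baseline and 23 nL compound addition; TRH at EC20 (10 nM final) added afterwards for the enhancer phase.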
D1 agonist = agonists of human D1 dopamine receptor; P21728; HEK293 T-REx D1 cells, calcium flux, agonist mode; activation, % at 2 µM; 360,000 tested, 1% active; in the data active = activation above about 30%; note: 0% is about no effect
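Inducible HEK293 T-REx D1 cells, force-coupled to calcium signalling, were plated at 4000 cells/well with tetracycline and held overnight at 30 C. After no-wash calcium dye loading, compound-evoked calcium rise over 180 s flagged agonists.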
D1 PAM = potentiators of human D1 dopamine receptor | P21728 | HEK293 TREx D1 cells, calcium flux, dopamine EC20 potentiation | potentiation, % at 10 µM | 360,000 tested, 0.036% active | AID 504651; in the data active = potentiation above about 30%; note: 0% is about no effect
TRHR enhancer = TRH receptor (human) allosteric enhancement; P34981; TRHR cells, fluo-8 calcium fluorescence, EC20 TRH enhancement; enhancement, % at 2 µM; 360,000 tested, 0.66% active; in the data active = enhancement above about 30%; note: 0% is about no effect
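TRHR-expressing cells loaded with fluo-8 calcium dye were read kinetically (ex 480/em 530) during compound addition, then stimulated with an EC20 of TRH (10 nM final). Enhancement of the Gq-mediated intracellular calcium response was scored.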
* = called active by the depositor. Unless noted, calls come from the whole dose curve; as a rule, active = well fitted curve in the direction sought with a large enough effect; inconclusive = small, poorly fitted or top-dose-only effect, or another doubt; inactive = no such curve, though single readings can be large; an effect the other way counts as inactive or inconclusive. Some of the compounds tested; the hit share may differ from the screen's.

How did CCc1nnc(NC(=O)CSc2nnc(CNC(=O)c3ccc(OC)c(OC)c3)o2)s1 do in these assays?
RXFP1 ag: -1.6%; Anesthetic bind: -7%; D2 potentiator: 3; RXFP1 antag: 12; D1 antagonist: -5; TRHR agonist: -0.1; D1 agonist: 2; D1 PAM: 2; TRHR enhancer: 0

Results for Cc1ccc(-n2ncc3c2CC(C)(C)CC3NC(=O)c2ccccn2)cc1 (stereo unspecified) ?
RXFP1 ag: -1.9%; Anesthetic bind: -13%; D2 potentiator: 3; RXFP1 antag: -28; D1 antagonist: -76*; TRHR agonist: 1.2; D1 agonist: 1; D1 PAM: -3; TRHR enhancer: 15

How did Cc1cc(N2CCN(C)CC2)nc2ccc(NC(=S)NCCN3CCc4ccccc4C3)cc12 do in these assays?
RXFP1 ag: 1.4%; Anesthetic bind: -6%; D2 potentiator: -25; RXFP1 antag: -8; D1 antagonist: 4; TRHR agonist: 0.6; D1 agonist: 4; D1 PAM: -6; TRHR enhancer: 2

How did CC(C)(O)C#Cc1ccccc1C(=O)NC(CC(N)=O)C(=O)O (stereo unspecified) do in these assays?
RXFP1 ag: 1.6%; Anesthetic bind: -6%; D2 potentiator: -10; RXFP1 antag: 1; D1 antagonist: -7; TRHR agonist: 0.1; D1 agonist: 1; D1 PAM: -1; TRHR enhancer: 4

What do the screens show for `Cc1cc(-n2c(C)cc(C(=O)COc3ccc([N+](=O)[O-])cc3)c2C)no1`?
RXFP1 ag: 3.6%; Anesthetic bind: -11%; D2 potentiator: -4; RXFP1 antag: -3; D1 antagonist: -25; TRHR agonist: 1.6; D1 agonist: 11; D1 PAM: -3; TRHR enhancer: 14

Results for COc1ccccc1C1CC(c2ccccc2)=NN1C(=O)c1ccccc1 (stereo unspecified) ?
RXFP1 ag: -0.8%; Anesthetic bind: -9%; D2 potentiator: 3; RXFP1 antag: -7; D1 antagonist: -2; TRHR agonist: -0.8; D1 agonist: 2; D1 PAM: -10; TRHR enhancer: -10

How did Cc1ccc2c(c1)-c1nc(-c3ccc4c(c3)NC(=O)CO4)cc(-c3ccc(Cl)cc3)c1CO2 do in these assays?
RXFP1 ag: -0.5%; Anesthetic bind: 2%; D2 potentiator: 14; D1 antagonist: 8; TRHR agonist: 0.0; D1 agonist: -1; D1 PAM: -2; TRHR enhancer: -2

How did Cc1ccc(NC(=O)CN2C(=O)NC3(CCCc4ccccc43)C2=O)c([N+](=O)[O-])c1 (stereo unspecified) do in these assays?
RXFP1 ag: -2.4%; Anesthetic bind: inconclusive; D2 potentiator: -9; RXFP1 antag: -1; D1 antagonist: -9; TRHR agonist: 0.6; D1 agonist: 3; D1 PAM: 1; TRHR enhancer: -7

How did Clc1cccc(-c2nnc(SCc3nc4ccccc4[nH]3)n2Cc2ccco2)c1 do in these assays?
RXFP1 ag: 1.2%; Anesthetic bind: inconclusive; D2 potentiator: 2; RXFP1 antag: 2; D1 antagonist: -4; TRHR agonist: -0.2; D1 agonist: 1; D1 PAM: 1; TRHR enhancer: -1

Results for CN1C(=O)CC(C(=O)O)SC1=Nc1cc(Cl)cc(Cl)c1 (stereo unspecified) ?
RXFP1 ag: 0.4%; Anesthetic bind: -10%; D2 potentiator: -1; D1 antagonist: -10; TRHR agonist: -0.2; D1 agonist: 1; D1 PAM: 0; TRHR enhancer: -3

Results for O=C(CNC(c1ccccc1)c1ccccc1)Nc1ccccc1F ?
RXFP1 ag: 0.6%; Anesthetic bind: -9%; D2 potentiator: -6; RXFP1 antag: -16; D1 antagonist: 13; TRHR agonist: 0.1; D1 agonist: 1; D1 PAM: -4; TRHR enhancer: -1

How did COc1cccc(NC(=O)C2CC(=O)N(C)C(=Nc3cccc(F)c3)S2)c1 (stereo unspecified) do in these assays?
RXFP1 ag: 0.0%; Anesthetic bind: inconclusive; D2 potentiator: -21; RXFP1 antag: 24; D1 antagonist: -11; TRHR agonist: 0.6; D1 agonist: 2; D1 PAM: 7; TRHR enhancer: -9

How did COC(=O)CC1C(=O)NCCN1C(=O)c1ccc(Cl)cc1 (stereo unspecified) do in these assays?
RXFP1 ag: -1.9%; Anesthetic bind: -1%; D2 potentiator: -6; RXFP1 antag: 3; D1 antagonist: -1; TRHR agonist: 2.2; D1 agonist: 2; D1 PAM: -15; TRHR enhancer: -5

Results for Cn1c(=O)c2c(ncn2CC(=O)OCC(=O)NCc2ccc(Cl)cc2)n(C)c1=O ?
RXFP1 ag: 1.1%; Anesthetic bind: -13%; D2 potentiator: 11; RXFP1 antag: 5; D1 antagonist: 4; TRHR agonist: 0.0; D1 agonist: 3; D1 PAM: -6; TRHR enhancer: 6

How did COc1ccccc1NC(=O)Cc1nnc(SCC(=O)c2ccccc2)n1C do in these assays?
RXFP1 ag: 1.8%; Anesthetic bind: -4%; D2 potentiator: 15; RXFP1 antag: -2; D1 antagonist: 3; TRHR agonist: -0.3; D1 agonist: 3; D1 PAM: 1; TRHR enhancer: -1

Results for Cc1ccc(C)c(NC(=O)NCc2ccccn2)c1 ?
RXFP1 ag: 0.4%; Anesthetic bind: -6%; D2 potentiator: -1; RXFP1 antag: 17; D1 antagonist: 8; TRHR agonist: -0.1; D1 agonist: 1; D1 PAM: 0; TRHR enhancer: 4

What do the screens show for `Cc1ccc(NC(=O)Nc2ccc3c(c2)CCC3)cc1C`?
RXFP1 ag: -4.7%; Anesthetic bind: -8%; D2 potentiator: 2; RXFP1 antag: 4; D1 antagonist: 1; TRHR agonist: 1.1; D1 agonist: 1; D1 PAM: -12; TRHR enhancer: 28

How did CCn1c(SCc2nc3ccccc3c(=O)[nH]2)nnc1-c1ccncc1 do in these assays?
RXFP1 ag: -2.8%; Anesthetic bind: -16%; D2 potentiator: 2; RXFP1 antag: -14; D1 antagonist: 11; TRHR agonist: 0.6; D1 agonist: 0; D1 PAM: 1; TRHR enhancer: 0

What do the screens show for `Cc1cccc(C(=O)N(CCc2ccccc2)Cc2ccccc2)c1[N+](=O)[O-]`?
RXFP1 ag: 0.5%; Anesthetic bind: -4%; D2 potentiator: -2; RXFP1 antag: -1; D1 antagonist: -8; TRHR agonist: -1.3; D1 agonist: -1; D1 PAM: -8; TRHR enhancer: -4

How did O=C(Nc1ccccc1O)c1cccc(S(=O)(=O)N2CCOCC2)c1 do in these assays?
RXFP1 ag: -1.6%; Anesthetic bind: -18%; D2 potentiator: 0; RXFP1 antag: -12; D1 antagonist: 8; TRHR agonist: -0.8; D1 agonist: 9; D1 PAM: 1; TRHR enhancer: 0

The closing 3 records of the section above open the next one:
How did CCn1c(SCc2nc3ccccc3c(=O)[nH]2)nnc1-c1ccncc1 do in these assays?
RXFP1 ag: -2.8%; Anesthetic bind: -16%; D2 potentiator: 2; RXFP1 antag: -14; D1 antagonist: 11; TRHR agonist: 0.6; D1 agonist: 0; D1 PAM: 1; TRHR enhancer: 0

What do the screens show for `Cc1cccc(C(=O)N(CCc2ccccc2)Cc2ccccc2)c1[N+](=O)[O-]`?
RXFP1 ag: 0.5%; Anesthetic bind: -4%; D2 potentiator: -2; RXFP1 antag: -1; D1 antagonist: -8; TRHR agonist: -1.3; D1 agonist: -1; D1 PAM: -8; TRHR enhancer: -4

How did O=C(Nc1ccccc1O)c1cccc(S(=O)(=O)N2CCOCC2)c1 do in these assays?
RXFP1 ag: -1.6%; Anesthetic bind: -18%; D2 potentiator: 0; RXFP1 antag: -12; D1 antagonist: 8; TRHR agonist: -0.8; D1 agonist: 9; D1 PAM: 1; TRHR enhancer: 0

Results for Cn1cc(SCC(=O)N2CCCc3ccccc32)c2ccccc21 ?
RXFP1 ag: 1.2%; Anesthetic bind: -7%; D2 potentiator: 6; RXFP1 antag: 0; D1 antagonist: 7; TRHR agonist: 0.0; D1 agonist: 2; D1 PAM: 1; TRHR enhancer: 0

What do the screens show for `CN(C)c1ccc(NS(=O)(=O)c2cc3c4c(c2)CC(=O)N4CCC3)cc1`?
RXFP1 ag: -1.2%; Anesthetic bind: 0%; D2 potentiator: -5; RXFP1 antag: 8; D1 antagonist: -13; TRHR agonist: -0.2; D1 agonist: -1; D1 PAM: -1; TRHR enhancer: -8

Results for Cc1nonc1OCCN1CCN(c2ccc([N+](=O)[O-])cc2)CC1 ?
RXFP1 ag: -0.2%; Anesthetic bind: 3%; D2 potentiator: -4; RXFP1 antag: -5; D1 antagonist: -40*; TRHR agonist: 0.1; D1 agonist: 10; D1 PAM: -7; TRHR enhancer: 0

Results for CCOc1cc(-c2noc(CCCC(=O)NC3CCCCC3)n2)ccc1OC ?
RXFP1 ag: 0.2%; Anesthetic bind: -2%; D2 potentiator: -1; RXFP1 antag: 11; D1 antagonist: -2; TRHR agonist: -0.3; D1 agonist: 0; D1 PAM: -3; TRHR enhancer: -4

Results for Cc1ccccc1NC(=O)N1CCN(S(=O)(=O)c2ccccc2)CC1 ?
RXFP1 ag: -0.4%; Anesthetic bind: -9%; D2 potentiator: 17; RXFP1 antag: 2; D1 antagonist: -9; TRHR agonist: -0.3; D1 agonist: 1; D1 PAM: -3; TRHR enhancer: 1

How did Cc1sc2nc(SCC(=O)N(C)c3ccccc3)n(C)c(=O)c2c1C do in these assays?
RXFP1 ag: -0.7%; Anesthetic bind: -6%; D2 potentiator: -2; RXFP1 antag: -2; D1 antagonist: -5; TRHR agonist: -0.5; D1 agonist: 5; D1 PAM: 8; TRHR enhancer: 0

Results for CN(C)CCC(=O)c1cccc(Br)c1 ?
RXFP1 ag: 2.3%; Anesthetic bind: -13%; D2 potentiator: 2; RXFP1 antag: -8; D1 antagonist: -1; TRHR agonist: 0.6; D1 agonist: 1; D1 PAM: -2; TRHR enhancer: -2

Results for CCOc1ccc(-c2n[nH]c3c2C(c2ccccc2OC)N(c2ccc(Br)cc2)C3=O)cc1 (stereo unspecified) ?
RXFP1 ag: -0.4%; Anesthetic bind: -3%; D2 potentiator: 9; D1 antagonist: 10; TRHR agonist: 0.8; D1 agonist: 2; D1 PAM: -1; TRHR enhancer: 6

How did CCOC(=O)C1=C(C)NC(C)=C(C(=O)OCC)C1C(=O)OCC(=O)N(CC)C1CCS(=O)(=O)C1 (stereo unspecified) do in these assays?
RXFP1 ag: 2.1%; Anesthetic bind: 1%; D2 potentiator: 1; RXFP1 antag: -12; D1 antagonist: -18; TRHR agonist: 0.5; D1 agonist: 4; D1 PAM: -1; TRHR enhancer: -2
